Screening data from PubChem BioAssay.
Yp Topo-I inh: inhibitors of Yersinia pestis topoisomerase I. Y. pestis Topo-I cleavage product accumulation, plate reader. activity, % at 10 µM. actives 0.064% (n = 360,000). AID 504884; in the data active = activity above about 50%, passing the limit was not always enough; also: inactives centre near 2
PfHsp40 rescue: restores yeast growth despite PfHsp40 toxicity. actives 0.68% (n = 340,000). S. cerevisiae expressing PfHsp40, growth rescue, ATP luminescence. growth rescue, % at 12.5 µM; in the data active = growth rescue above about 28%, passing the limit was not always enough;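 also: yeast W303a lacking pdr1 and pdr3 grown in galactose medium; growth measured after three days at 30 °C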
SSB-PriA inh: blocks PriA binding to SSB C-terminal tail; AlphaScreen SSBct-PriA binding, biotinylated peptide; inhibition, % at 33 µM; actives 0.6% (n = 430,000); in the data active = inhibition mostly above about 37%, no sharp cut-off; inactive = mostly below about 20%;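 also: plate controls were negative control peptide for no effect and reference peptide for full effect; strong numbers were not always called active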
BoNT-A LC inh2: BoNT A light chain protease inhibition. multiplex microsphere protease substrate cleavage, flow cytometry. AID 588499. inhibition, % at 10 µM. actives 0.17% (n = 360,000); also: plate controls were buffer without enzyme for full effect and enzyme alone for no effect
PrPC surface inh: reduces human prion protein on the cell surface. actives 0.43% (n = 370,000). cell surface PrPC, TR-FRET read-out. inhibition, % at 13.8 µM. AID 720596; in the data active = inhibition above about 24%; also: 0% = median of the test wells and 100% = reference compound wells
3CLpro inhibitor: SARS-CoV 3CLpro protease inhibition. recombinant SARS-CoV 3CLpro, quenched FRET peptide cleavage. actives 0.14% (n = 290,000). P0C6X7. inhibition, % at 6 µM; in the data active = inhibition above about 12%
Vc quorum ag: quorum light induction in luxS cqsA deficient V. cholerae; V. cholerae BH1578 lux reporter, luminescence, 6 h; activation, % at 18.7 µM; actives 0.16% (n = 350,000); in the data active = activation mostly above about 9.7%, no sharp cut-off; also: not every result past the cut was called active; inactives centre near 0; reference of the scale not given here
TcdB GH inh: TcdB glycohydrolase inhibition; actives 0.24% (n = 350,000); AID 652162; TcdB glycohydrolase enzymatic assay, plate reader; inhibition, % at 9.99 µM; P18177; in the data active = inhibition above about 10%
Target sequence (P18177 whole entry, looked up): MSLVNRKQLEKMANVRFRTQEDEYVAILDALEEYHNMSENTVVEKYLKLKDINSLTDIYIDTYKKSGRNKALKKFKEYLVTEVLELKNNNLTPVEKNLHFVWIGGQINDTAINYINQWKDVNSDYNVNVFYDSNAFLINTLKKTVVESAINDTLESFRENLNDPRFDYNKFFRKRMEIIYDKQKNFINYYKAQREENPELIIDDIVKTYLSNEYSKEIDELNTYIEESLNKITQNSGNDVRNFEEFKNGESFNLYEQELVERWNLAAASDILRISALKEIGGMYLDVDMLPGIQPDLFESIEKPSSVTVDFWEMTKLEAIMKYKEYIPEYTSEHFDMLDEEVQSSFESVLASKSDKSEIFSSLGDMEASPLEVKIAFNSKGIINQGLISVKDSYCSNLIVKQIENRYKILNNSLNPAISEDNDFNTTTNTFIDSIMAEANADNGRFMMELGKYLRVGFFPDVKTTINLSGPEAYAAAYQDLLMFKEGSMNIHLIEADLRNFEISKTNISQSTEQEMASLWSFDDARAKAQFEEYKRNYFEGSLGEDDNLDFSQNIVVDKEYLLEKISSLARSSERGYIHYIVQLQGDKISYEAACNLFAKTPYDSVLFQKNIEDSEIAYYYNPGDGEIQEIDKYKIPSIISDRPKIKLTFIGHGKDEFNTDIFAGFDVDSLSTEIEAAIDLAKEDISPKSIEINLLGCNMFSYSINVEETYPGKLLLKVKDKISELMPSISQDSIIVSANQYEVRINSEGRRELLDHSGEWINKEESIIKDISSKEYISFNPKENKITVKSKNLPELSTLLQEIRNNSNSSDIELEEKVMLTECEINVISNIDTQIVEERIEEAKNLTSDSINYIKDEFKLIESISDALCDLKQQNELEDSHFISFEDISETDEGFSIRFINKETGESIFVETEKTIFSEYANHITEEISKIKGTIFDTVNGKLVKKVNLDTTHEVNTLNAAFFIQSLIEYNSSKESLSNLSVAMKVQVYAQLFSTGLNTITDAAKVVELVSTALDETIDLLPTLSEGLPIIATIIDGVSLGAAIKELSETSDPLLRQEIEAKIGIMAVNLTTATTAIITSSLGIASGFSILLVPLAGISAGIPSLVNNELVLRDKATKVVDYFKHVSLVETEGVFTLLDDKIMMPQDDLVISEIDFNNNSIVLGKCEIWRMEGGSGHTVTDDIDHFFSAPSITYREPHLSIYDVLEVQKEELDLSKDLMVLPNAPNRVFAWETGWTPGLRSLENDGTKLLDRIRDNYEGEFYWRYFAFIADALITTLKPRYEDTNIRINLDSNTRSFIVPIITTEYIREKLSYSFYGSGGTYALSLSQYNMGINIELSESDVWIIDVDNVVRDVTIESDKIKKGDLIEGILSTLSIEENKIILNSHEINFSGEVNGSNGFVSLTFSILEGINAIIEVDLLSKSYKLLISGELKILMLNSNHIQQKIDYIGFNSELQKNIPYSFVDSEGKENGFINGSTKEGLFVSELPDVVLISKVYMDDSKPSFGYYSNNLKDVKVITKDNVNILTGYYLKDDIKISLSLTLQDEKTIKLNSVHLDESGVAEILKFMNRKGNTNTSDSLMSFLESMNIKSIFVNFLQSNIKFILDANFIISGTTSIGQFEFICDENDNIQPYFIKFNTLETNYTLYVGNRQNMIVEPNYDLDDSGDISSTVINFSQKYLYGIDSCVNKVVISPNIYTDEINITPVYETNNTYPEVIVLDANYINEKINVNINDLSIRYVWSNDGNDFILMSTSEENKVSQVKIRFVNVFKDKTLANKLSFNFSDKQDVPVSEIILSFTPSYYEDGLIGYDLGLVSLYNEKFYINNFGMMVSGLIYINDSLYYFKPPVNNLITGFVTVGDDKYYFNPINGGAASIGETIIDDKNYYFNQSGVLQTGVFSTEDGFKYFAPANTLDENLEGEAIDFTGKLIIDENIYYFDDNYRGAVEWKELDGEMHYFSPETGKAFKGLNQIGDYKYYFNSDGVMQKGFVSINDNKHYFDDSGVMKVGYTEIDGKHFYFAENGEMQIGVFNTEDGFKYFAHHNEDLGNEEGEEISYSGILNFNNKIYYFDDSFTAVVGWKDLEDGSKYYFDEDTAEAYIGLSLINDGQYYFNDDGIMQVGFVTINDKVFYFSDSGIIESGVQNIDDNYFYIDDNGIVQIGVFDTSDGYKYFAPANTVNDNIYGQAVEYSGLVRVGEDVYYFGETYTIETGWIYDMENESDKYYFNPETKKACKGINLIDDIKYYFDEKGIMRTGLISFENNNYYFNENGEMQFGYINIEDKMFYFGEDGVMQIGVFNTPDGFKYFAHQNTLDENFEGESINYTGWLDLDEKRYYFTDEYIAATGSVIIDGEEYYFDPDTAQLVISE
Anthrax LF prot: inhibitors of Bacillus anthracis lethal factor protease; P15917; multiplex microsphere protease cleavage assay, LF; inhibition, % at 10 µM; actives 0.12% (n = 360,000); also: plate controls were buffer without enzyme for full effect and enzyme alone for no effect
* marks the source's active call; other numbers are inactive results; i = inactive; · = no result given; & = joins results of further samples. Rule as the data show it, unless noted: active = inhibition above about 30%; inconclusive = no clear call, values can overlap the other calls; inactive = below that. This is a subset. The share of hits here may be higher or lower than overall.

SMILES	Yp Topo-I inh	PfHsp40 rescue	SSB-PriA inh	BoNT-A LC inh2	PrPC surface inh	3CLpro inhibitor	Vc quorum ag	TcdB GH inh	Anthrax LF prot
CC(C)OC(=O)c1nnc(Cc2ccc(F)cc2)o1	10	-0.2	-9	-0.4	-8	·	-0.4	-0.3	1
O=C(CN1C(=O)C2CCCCC2C1=O)Nc1nccs1 (stereo unspecified)	9	-0.1	-4	-0.4	-9	5	i	0.9	-5
CC(C)N1CCCC(C)(C(=O)Nc2cccc(Oc3ccccc3)c2)C1 (stereo unspecified)	6	·	·	-0.1	-12	·	-0.4	-0.1	-6
C(=N\Nc1nc(N2CCCC2)nc(N2CCCC2)n1)/c1ccncc1	2	-0.8	·	-0.2	0	3	-0.3	-0.3	-2
CCCc1cc(=O)oc2c(C)c(OCC(=O)NCCN3CCOCC3)ccc12	3	0.0	2	-20	-11	-4	-2.2	0.5	-3
Cc1ccc(C2(C)NC(=O)N(CC(=O)N(Cc3ccccc3)C(C)(C)C)C2=O)cc1 (stereo unspecified)	28	1.4	1	-0.3	0	8	-0.6	0.4	0
COc1ccccc1C(CNC(=O)C(C)(C)Oc1ccc(Cl)cc1)N1CCCC1 (stereo unspecified)	-3	-1.5	-10	-4.5	3	·	1.6	-2.2	0
COc1ccc(-c2nc(-c3ccccc3)nc(N3CCN(C)CC3)c2C#N)cc1	-10	1.2	-2	0.3	6	4	i	·	0
Cc1ccc(OCc2nnc(SCC(=O)O)n2-c2ccccc2)cc1	-1	-0.1	-12	2.4	4	·	-0.6	-2.3	6
Cc1nn(C)c(C(=O)N/N=C/c2ccc(C(F)(F)F)cc2)c1[N+](=O)[O-]	0	0.3	·	1.6	2	0	-0.3	·	6
C[C@H](CO)N1C[C@H](C)[C@@H](CN(C)Cc2ccc3c(c2)OCO3)Oc2c(NS(C)(=O)=O)cccc2C1=O	-1	1.6	-3	-0.3	-7	·	-0.5	1.0&4.0	-4
C#CCNC(=O)C1=C[C@H](c2ccc3c(c2)OCO3)[C@@H](CCCO)[C@H](OCC)O1	3	-1.8	-10	-0.7	6	0	i	-1.4&-1.1	-2
C/C(=C\c1ccco1)C1C(C#N)=C(N)Oc2n[nH]c(-c3ccccc3)c21 (stereo unspecified)	-11	0.4	-13	-0.5	-3	-2	-0.3	·	-1
COc1cc([N+](=O)[O-])ccc1-c1ccc(/C=N\n2cnnc2)o1	0	-0.2	·	13	-17	0	-0.4	1.8	-2
Cc1nc(OCc2ccccc2)c2ccccc2n1	7	-0.7	-43	0.5	8	0	-0.7	·	-2
Cc1ccc(C)c(CSc2ncccc2C(=O)O)c1	6	-0.1	-4	-0.3	-1	2	-0.3	·	-3
O=C(CSc1nnc(COc2ccccc2)o1)N1CCOCC1	-8	-0.3	-17&-8	0.2	-6	1	-0.3	0.4	1
O=C(CN1C(=O)C(=O)N(C2CCCC2)C1=O)NCCc1ccc(Cl)cc1Cl	-1	-0.9	-1	2.9	2	·	i	1.7	-1
CCOc1ccc(NC(=O)c2cccs2)c([N+](=O)[O-])c1	-3	0.0	-2	-0.4	-17	6	i	·	-1
CCOC(=O)CNC(=O)CSc1nnc(Cn2cnc3ccccc32)n1C	-9	-0.1	0	-0.6	2	-2	i	·	7

Just PfHsp40 rescue, for some of the entries so far:
compound	PfHsp40 rescue
CCCc1cc(=O)oc2c(C)c(OCC(=O)NCCN3CCOCC3)ccc12	0.0
Cc1ccc(C)c(CSc2ncccc2C(=O)O)c1	-0.1
O=C(CN1C(=O)C2CCCCC2C1=O)Nc1nccs1 (stereo unspecified)	-0.1
CCOC(=O)CNC(=O)CSc1nnc(Cn2cnc3ccccc32)n1C	-0.1

Next part
SMILES	Yp Topo-I inh	PfHsp40 rescue	SSB-PriA inh	BoNT-A LC inh2	PrPC surface inh	3CLpro inhibitor	Vc quorum ag	TcdB GH inh	Anthrax LF prot
C[C@@H]1CC2[C@@H]3CC[C@H]4CC(=O)CC[C@]4(C)C3=CC[C@]2(C)[C@@]1(O)C(=O)CO (stereo partly specified)	-1	0.7	3	3.1	9	-3	-0.5	-2.5	-2
CC(C)OCC(O)CN1CCN(CC(O)COc2ccc3c(c2)OCO3)CC1 (stereo unspecified)	7	0.5	-10	1.8	-12	-3	i	·	0
COC(=O)CN1C(=S)N(Cc2ccccc2)C(=O)C1CC(=O)Nc1ccc(Br)cc1 (stereo unspecified)	-12	2.7	-1	0.2	5	7	·	·	-8
Cc1ccc(OCc2nc(C#N)c(N3CCCCC3)o2)cc1	11	6.5	45*	0.1	-5	-1	-0.3	2.4	2
COC(=O)C1=NN(c2ccc(C)cc2)C2C(=O)N(c3ccccc3OC)C(=O)C12 (stereo unspecified)	-4	-1.2	-17	2.8	3	2	-0.2	0.8	-2
Cc1ccn2c(CNCCCn3cccn3)c(C(=O)N3CCCCCC3)nc2c1	5	-0.7	-5	-0.5	1	3	-1.4	1.1	-7
COc1ccccc1N1CCN(S(=O)(=O)CCNC(=O)COc2ccccc2)CC1	20	·	·	0.1	-8	·	i	-0.4	1
Cc1c(C)n(CC(O)CN2C(=O)c3ccccc3S2(=O)=O)c2ccccc12 (stereo unspecified)	9	2.5	28&26	-0.5	5	4	i	·	-2
C/C(=N\Nc1ccc(C(F)(F)F)cn1)c1ccc(S(=O)(=O)NCc2ccco2)cc1	3	-1.2	·	0.0	-1	-2	-0.2	·	0
CCC(=O)C1CCCN(C(=O)c2ccc(OC3CCN(C(=O)CCOC)CC3)cc2)C1 (stereo unspecified)	-4	-0.7	-2	2.0	-2	-5	-0.3	1.3	1
OC(c1cccc(F)c1)c1ncc(-c2ccc3ccccc3c2)[nH]1 (stereo unspecified)	-9	·	·	-0.4	-6	·	-0.2	1.3	-10
COc1ccc(CNC(=O)C(NC(C)=O)C(C)C)cc1OC (stereo unspecified)	2	-0.1	-11	-0.1	1	4	-0.2	0.6	4
Cc1ccc(N(CC(=O)Nc2c(C)cccc2C)S(C)(=O)=O)cc1	-3	-1.7	-12	0.4	-6	-4	-0.4	0.5	-3
COc1ccc(N2CCN(c3oc(COc4ccccc4)nc3C#N)CC2)cc1	16	3.7	-20	-1.2	2	-2	-0.3	·	-11
CC(C)=CC(=O)NCCc1ccccc1	-4	1.0	-2	1.1	-3	-4	-0.5	·	0
COc1cc(NS(=O)(=O)c2ccc(NC(=O)/C=C/C(=O)O)cc2)nc(OC)n1	7	0.0	2	4.0	0	2	-0.2	0.9	-5
CN(C)Cc1c[nH]c2ccc([N+](=O)[O-])cc12	-4	1.4	-19	0.8	-7	·	6.8	1.3	-3
CN(C(=O)c1cc2n(n1)C(C(F)(F)F)CC(c1ccco1)N2)c1ccccc1 (stereo unspecified)	15	-1.6	-2	-0.2	-4	-1	-0.5	·	1
NC(=O)c1c(N)sc2c1CCCCC2	2	0.1	-12	0.5	-6	2	·	0.5	-9
O=[N+]([O-])CC(c1ccccc1)c1c[nH]c2ccccc12 (stereo unspecified)	-4	·	2	1.9	3	·	i	0.3	0

Structures from the list above containing an NH in an aromatic ring, in the order listed:
SMILES	Yp Topo-I inh	PfHsp40 rescue	SSB-PriA inh	BoNT-A LC inh2	PrPC surface inh	3CLpro inhibitor	Vc quorum ag	TcdB GH inh	Anthrax LF prot
C/C(=C\c1ccco1)C1C(C#N)=C(N)Oc2n[nH]c(-c3ccccc3)c21 (stereo unspecified)	-11	0.4	-13	-0.5	-3	-2	-0.3	·	-1
OC(c1cccc(F)c1)c1ncc(-c2ccc3ccccc3c2)[nH]1 (stereo unspecified)	-9	·	·	-0.4	-6	·	-0.2	1.3	-10
CN(C)Cc1c[nH]c2ccc([N+](=O)[O-])cc12	-4	1.4	-19	0.8	-7	·	6.8	1.3	-3
O=[N+]([O-])CC(c1ccccc1)c1c[nH]c2ccccc12 (stereo unspecified)	-4	·	2	1.9	3	·	i	0.3	0

Additional results follow.
SMILES	Yp Topo-I inh	PfHsp40 rescue	SSB-PriA inh	BoNT-A LC inh2	PrPC surface inh	3CLpro inhibitor	Vc quorum ag	TcdB GH inh	Anthrax LF prot
CN1/C(=C\C(=O)COC(=O)c2ccccc2O)C(C)(C)c2ccccc21	23	-0.6	-10	1.5	9	4	-0.4	1.1	1
COc1ccc(S(=O)(=O)c2nnn(-c3ccccc3Cl)c2N)cc1	-3	-0.9	1	0.1	4	4	i	0.5	-1
O=C(CN(Cc1cccs1)C(=O)CSc1nnc(COc2ccccc2)o1)NC1CCCC1	-3	0.1	-6	0.9	4	2	-3.2	·	-3
CCc1ccc(-c2cc3c(=O)n(CC(=O)NCCCN4CCN(Cc5ccccc5)CC4)nc(C)n3n2)cc1	0	0.3	-8	0.8	-3	-4	i	0.3	-3
COCCCNc1nc2nonc2nc1N(C)CC1CCCN1C (stereo unspecified)	5	0.1	-8	-1.4	-8	2	i	2.0	-1
CCSc1nnc(-c2cccc(S(=O)(=O)N(C)C)c2)n1-c1cc(OC)ccc1OC	29	0.0	0	-4.6	4	4	i	·	-10
Cn1nnnc1Sc1c(Cl)cccc1[N+](=O)[O-]	-8	0.1	14	-0.8	-7	-5	-0.5	·	-2
CCOc1ccc(-c2cn(-c3cccc(SC)c3)c(=O)[nH]2)cc1	-3	-0.5	-3	0.6	-2	1	1.0	2.2	0
Cc1ccc(S(=O)(=O)N2CCN(C(=O)c3cc(S(=O)(=O)N4CCOCC4)ccc3F)CC2)cc1	20	0.9	-7	0.2	-8	·	3.1	0.8	-8
COc1cc(CN2CCCC(C)C2)cc([N+](=O)[O-])c1O (stereo unspecified)	15	-0.5	-6	0.0	-4	1	-0.2	·	0
CC1CCN(c2nc(N(C)c3ccccc3)nc(N)c2[N+](=O)[O-])CC1	24	6.9	11	·	-6	7	i	1.2	·
CCOC(=O)[C@]12Cc3ccc(C)cc3[C@H]1N(C1CCCCC1)C(=O)c1cc(OC)ccc12	·	·	·	0.3	36*	·	·	0.9	1
COc1ccc(CCNC(=O)CCCn2c(=O)c3cccn3c3cccnc32)c(OC)c1	11	-1.7	6	-0.7	0	-3	i	-0.5	-1
COc1cc2c(cc1OC)CN(CC(=O)Nc1ccc(C)c(C)c1)CC2	17	1.3	-14	-1.4	-3	-2	i	-1.4	4
CCCC(C(=O)NC(C)(C)CC)N(CC1CCCO1)C(=O)CNS(=O)(=O)c1ccc(F)cc1 (stereo unspecified)	0	-1.4	-7	1.2	0	3	i	-2.7	30*
CCCc1c(C(=O)N/N=C/C=C/c2ccccc2)nnn1-c1nonc1N	7	·	·	0.2	-8	·	-0.6	0.4	-6
O=C(c1nc2ncccn2n1)N1CCN(c2ccccc2)CC1	-7	1.6	-20	0.2	-2	8	i	·	-3
O=C(Nc1cccc(OCC(=O)N2CCOCC2)c1)c1ccc(C(F)(F)F)cc1	0	0.4	-1	-2.8	0	-3	-0.3	-0.1	3
Cc1noc(C)c1C(=O)OCC(=O)N1CCN(S(=O)(=O)c2ccc3ccccc3c2)CC1	47	0.1	-12	-0.3	-3	4	-0.3	1.4	2
CCOCN(C(=O)Cn1c(COC)nc2ccccc21)c1c(C)cccc1CC	17	-2.3	-11	-1.1	6	2	i	·	-2
Fc1ccccc1NC(=S)NNc1ncc(C(F)(F)F)cc1Cl	-5	-1.1	-12	-0.9	2	3	i	0.0	1
Cc1ccc2cc(CN(CC3CCCO3)S(=O)(=O)c3ccccc3)c3nnnn3c2c1 (stereo unspecified)	14	1.2	-16	9.9	7	-4	-1.4	-0.3	-6
C#CCOCCOCCOCCNc1nc(N2CCN(C(=O)[C@H](CCC(=O)O)n3cc(C(N)CO)nn3)CC2)nc(N2CCN(C(=O)[C@H](CCC(=O)O)n3cc(C(N)[C@H](C)CC)nn3)CC2)n1 (stereo partly specified)	4	-0.5	-17	0.3	·	-1	i	·	-8
Cn1nnc(NC(=S)NC(=O)c2cccc3c(Br)cccc23)n1	2	0.5	-6	-0.3	11	-4	-5.6	2.3	0
O=C(O)c1cc2c(s1)-c1ccccc1OC2	2	-0.2	-6	-0.5	3	5	-2.2	·	0
NS(=O)(=O)c1cccc(NC(=O)Cn2cnc3ccccc3c2=O)c1	-1	1.4	-15	3.1	1	-1	-1.4	·	-4
CC(=O)OC(CC(=O)O)C[N+](C)(C)C (stereo unspecified)	0	-1.5	-13	0.0	-5	2	6.2	0.4	4
